EPAC2 agonist: activates human EPAC2 exchange factor; Q8WZA2; EPAC2 activation, biochemical qHTS; response scale: 100% = 6.5 mM cAMP response; Potency, µM (titrated, usually from 154 µM), for inactives: at the highest dose activation, most hits filed as activators; actives 0.079% (n = 360,000); further: potency means the concentration at half of the fitted maximal effect; nearly all actives have a fitted effect of over 50% in size
Target sequence (Q8WZA2 whole entry, looked up): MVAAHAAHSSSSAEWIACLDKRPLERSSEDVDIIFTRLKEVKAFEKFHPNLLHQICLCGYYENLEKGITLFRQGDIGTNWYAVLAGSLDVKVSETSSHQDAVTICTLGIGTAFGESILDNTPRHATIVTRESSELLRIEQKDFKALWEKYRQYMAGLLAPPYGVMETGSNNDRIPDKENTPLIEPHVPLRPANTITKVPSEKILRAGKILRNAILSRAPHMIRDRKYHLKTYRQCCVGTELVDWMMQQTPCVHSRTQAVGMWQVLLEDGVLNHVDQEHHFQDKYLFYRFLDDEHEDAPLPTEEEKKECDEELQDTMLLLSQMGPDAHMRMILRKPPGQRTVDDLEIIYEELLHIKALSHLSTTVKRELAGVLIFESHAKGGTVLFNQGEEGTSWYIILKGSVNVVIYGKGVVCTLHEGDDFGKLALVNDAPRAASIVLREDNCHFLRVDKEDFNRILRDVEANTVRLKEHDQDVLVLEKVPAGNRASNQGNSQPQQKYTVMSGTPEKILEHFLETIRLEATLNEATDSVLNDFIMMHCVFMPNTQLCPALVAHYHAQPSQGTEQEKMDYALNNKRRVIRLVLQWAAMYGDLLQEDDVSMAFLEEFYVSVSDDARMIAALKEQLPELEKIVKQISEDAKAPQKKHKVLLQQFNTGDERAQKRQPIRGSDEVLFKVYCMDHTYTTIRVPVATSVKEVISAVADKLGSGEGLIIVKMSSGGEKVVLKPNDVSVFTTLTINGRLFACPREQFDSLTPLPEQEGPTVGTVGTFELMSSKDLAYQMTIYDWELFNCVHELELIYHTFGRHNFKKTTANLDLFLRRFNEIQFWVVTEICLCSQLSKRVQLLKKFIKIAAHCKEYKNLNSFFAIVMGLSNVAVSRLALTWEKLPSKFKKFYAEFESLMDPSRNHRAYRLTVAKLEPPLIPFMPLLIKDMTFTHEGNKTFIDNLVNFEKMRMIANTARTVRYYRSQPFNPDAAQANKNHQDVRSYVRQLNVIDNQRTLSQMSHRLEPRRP
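Each well held 100 nM EPAC2, 250 nM RAP1B-BODIPY-GDP and 50 uM GDP. Fluorescence, read at 5-min intervals to 30 min, was referenced to a 6.5 mM cAMP positive control.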
CCT modulator: cytosolic chaperonin activity modulation. purified chaperonin ATPase assay, HTRF ADP detection, 30 min. activity change, % (test concentration not listed), hits read low. actives 0.3% (n = 360,000). AID 651819; in the data active means activity change below about -30%; further: on the % scale 0 is the no-effect control and ±100 the full control effect
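Enzyme 40 or 20 nM (batch-dependent) in Tris pH 7.4/KCl/MgCl2/DTT; cpd 76 uM single point; ATP 10 uM; 30 min 37 °C; Transcreener ADP HTRF detection, 30 min RT; ratio 665/615.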
Nrf2 ARE act: activators of Nrf2 (ARE) signaling; AREc32 ARE-luciferase reporter (MCF7-derived line), luminescence, 24 h; Potency, µM (highest dose often 46.1 µM), for the others: at the top dose activation, hits mostly activators; actives 0.31% (n = 410,000); AID 624171; further: potency means the concentration at half of the fitted maximal effect; % of control where 0% means no effect; nearly all actives have a fitted effect of over 65% in size
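Nrf2 activation is followed as ARE-luciferase induction in the AREc32 line after one day of compound treatment; luminescence is read with Steady-Glo.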
TGFb inhibitor: inhibitors of TGF-b signaling. AID 588855. Potency, µM (doses to about 46.1 µM), without a hit: at the top dose activity, negative = inhibition, hits mostly inhibitors. actives 1.2% (n = 410,000). HepG2 CAGA-GFP TGF-b/SMAD3 reporter, GFP fluorescence, 18 h; TGF-beta stimulated, 500 pg/mL final; further: potency means the concentration at half of the fitted maximal effect; on the % scale 0 is the no-effect control and ±100 the full control effect; nearly all actives have a fitted effect of over 65% in size
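GFP signal (ex488/em500-530) from TGF-beta-stimulated HEPG2 CAGA-GFP cells, 500 pg/mL final, 18 h at 37 degrees C in DMEM plus 1% FBS, normalized to unstimulated and DMSO-stimulated controls.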
MmCpn inh: inhibitors of Methanococcus maripaludis chaperonin (MmCpn). Potency, µM (top dose mostly 76.9 µM), for inactives: at the top dose activity, negative = inhibition, hits mostly inhibitors. purified Mm-Cpn ATPase, ADP Transcreener TR-FRET. AID 504842. actives 0.031% (n = 330,000); further: potency means the concentration at half of the fitted maximal effect; on the % scale 0 is the no-effect control and ±100 the full control effect; nearly all actives have a fitted effect of over 80% in size
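Eu-cryptate anti-ADP/ADP-d2 competition gives a ratio inversely related to ADP. Enzyme at 25 nM was pre-exposed to compound for 10 min, then given 10 uM ATP for 30 min, 37°C throughout.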
A549 viability: counter-screen for Nrf2 inhibitors: cytotoxicity in A549 cells. Potency, µM (top dose mostly 46 µM), for inactives: at the top dose activity change, negative = cytotoxicity, hits mostly inhibitors. AID 504648. A549 ARE-Fluc cells, CellTiter-Fluor viability, 18-24 h. actives 0.16% (n = 390,000); further: potency means the concentration at half of the fitted maximal effect; on the % scale 0 is the no-effect control and ±100 the full control effect
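A549 ARE-Fluc cells in 5% FBS OPTI-MEM, 5000 cells/well, rested 2 h then exposed to compounds in concentration-response for 18-24 h at 37 °C. Viability by CellTiter-Fluor fluorescence (Ex 405/Em 525) after 30 min; luciferase luminescence (BugLite, 15 min, RT) read afterwards.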
pAkt inh: Akt phosphorylation inhibition; AID 651550; activity change, % for hits at 50 µM; Neuro2A IGF-stimulated pAkt S473 HTRF, 20 min; stronger effect = lower value; actives 0.32% (n = 360,000); in the data active means activity change below about -80%; inconclusive means mostly about -51% to -80%; further: on the % scale 0 is the no-effect control and ±100 the full control effect
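Neuro2A cells (4,500/well, DMEM with 0.5% FBS) were treated with compound at a single 50 µM final concentration, stimulated with 6 nM IGF for 20 min at 37 °C, and lysed. Phospho-Akt Ser473 was read by HTRF as 665/615 ratio ×10^4.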
Nrf2 inh: inhibitors of Nrf2 signaling; Potency, µM (doses to about 46 µM), for inactives: at the highest dose activity change, negative = inhibition, hits mostly inhibitors; AID 504444; A549 ARE-Fluc reporter, luciferase luminescence, 18-24 h; actives 2.1% (n = 360,000); further: potency means the concentration at half of the fitted maximal effect; on the % scale 0 is the no-effect control and ±100 the full control effect; nearly all actives have a fitted effect of over 60% in size
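Cells were seeded and rested 2 h, then exposed to compounds for 18-24 h. CellTiter-Fluor was read first as a viability measure. BugLite was added 15 min before the final luminescent read of ARE-luciferase activity in A549 cells.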
EPAC2 antag: EPAC2 (human) antagonism | Q8WZA2 | EPAC2 GEF exchange of Rap1B-BODIPY-GDP, fluorescence | Potency, µM (highest dose often 114 µM), for inactives: at the highest dose activity, negative = inhibition, most hits filed as inhibitors | actives 0.18% (n = 360,000); further: potency means the concentration at half of the fitted maximal effect; on the % scale 0 is the no-effect control and ±100 the full control effect; nearly all actives have a fitted effect of over 45% in size; many of its hits are not listed in these tables
Active calls of the source: *; i = inactive; ? = inconclusive; . = no result given; & = joins results of further samples; [ ] = remark or other dose. Unless noted, the call rests on the fitted dose curve; in most records, active means well fitted curve in the direction sought with a large enough effect; inconclusive means small, poorly fitted or top-dose-only effect, or another doubt; inactive means no such curve, though single readings can be large; an effect the other way counts as inactive or inconclusive. This is a subset. The share of hits here may be higher or lower than overall.

SMILES | EPAC2 agonist | CCT modulator | Nrf2 ARE act | TGFb inhibitor | MmCpn inh | A549 viability | pAkt inh | Nrf2 inh | EPAC2 antag
CC(=O)N1c2ccc(S(=O)(=O)NCC3CCC(C(=O)Nc4ncccc4C)CC3)cc2CC1C (centres undefined) | 5% | -3.4 | 0.2% | 20% | 0% | 7% | i | -3% | 1%
CC(=O)c1c(C)[nH]c(C(=O)OCc2ccc(Br)cc2)c1C | -4% | 3.3 | 10% | ? | 0% | 0% | i | ? | -8%
CCCc1cc(=O)oc2cc(OCC(=O)NCCCN3CCOCC3)c(Cl)cc12 | 13% | 0.0 | 3.1% | 22% | -5% | -3% | i | -5% | 6%
CCCCCN(C(=O)NC(=O)NC(C)CC)S(C)(=O)=O (centres undefined) | 7% | -1.7 | 0.3% | ? | -2% | ? | i | 1% | 12%
COCCn1c(C)cc(C(=O)COC(=O)CCS(=O)(=O)c2ccc(C)cc2)c1C | 7% | -1.7 | -0.6% | 10% | -1% | 0% | i | 15% | -2%
Cc1cc2c(c(=O)n1CCCn1ccnc1)C(c1ccco1)C(C#N)=C(N)O2 (centres undefined) | -6% | 3.0 | 0.4% | -6% | -1% | 0% | i | 8% | -2%
Cc1nn(CCc2n[nH]c(=S)n2-c2cccc(Cl)c2)c(C)c1[N+](=O)[O-] | 2% | 1.8 | 4.7% | -6% | -2% | -4% | i | 15% | 12%
COC(=O)c1cc(S(=O)(=O)NCC2CCN(CCc3cccs3)CC2)cn1C | 10% | -3.8 | -0.2% | -7% | 1% | ? | i | -16% | 4%
COc1ccc(CCn2c3c(c(=O)[nH]c2=O)C(NC(=O)c2ccc(Cl)cc2)(C(F)(F)F)C(=O)N3)cc1OC (centres undefined) | . | . | -0.6% | 25% | . | -13% | . | 9% | .
Cc1ccc2c(c1)C1CN(C)CCC1N2C(=O)c1ccc(Cl)c(S(=O)(=O)N2CCOCC2)c1 (centres undefined) | 10% | 0.1 | -0.7% | 4% | -3% | 1% | i | 20% | 1%
CN(Cc1ccccc1)C(=O)COC(=O)COc1ccc(C#N)cc1 | -4% | -2.8 | -0.7% | 18% | 1% | 3% | i | -5% | 0%
Cc1cc(C)n(-c2ccc(F)cc2CN2CCN(Cc3ccccc3)C(CCO)C2)n1 (centres undefined) | -5% | 0.9 | -0.4% | -8% | 0% | -1% | i | 13% | 2%
CC12C=CC(=O)C=C1CCC1C2C(=O)CC2(C)C1CCC2(O)C(=O)CO (centres undefined) | 4% | -1.0 | 3.1% | -10% | . | 1% | i | 0.29µM* | 17%
CCN(c1ccccc1)S(=O)(=O)c1ccc(C(=O)NCC2(N(C)C)CCCCC2)cc1 | 7% | 1.2 | -0.1% | -1% | 1% | ? | i | 0% | 13%
CCCCOC(=O)C1=C(C)NC(=O)NC1c1cc2c(cc1Br)OCO2 (centres undefined) | 17% | -2.0 | -0.1% | ? | 1% | -8% | i | -21% | ?
Oc1ccc(Br)cc1/C=N/Nc1nc(N2CCCCC2)nc(N2CCOCC2)n1 | -3% | -6.8 | 0.3% | 16% | 3% | ? | i | -7% | -5%
CCc1nn(CC(=O)NCc2ccccc2Cl)c(=O)c2cccn12 | 3% | -1.7 | 17%&14% | -13%&-17% | 4% | 7%&-11% | i | 11%&19% | 3%
Cc1ccc(Cl)cc1NC(=S)N(C)N | 7% | -0.9 | 0.1% | 0% | -1% | 16% | i | 0% | 8%
O=C(Nc1ccccc1)/C(=C/c1ccc([N+](=O)[O-])cc1)NC(=O)c1ccccc1 | 5% | 1.5 | 2.9% | -26% | ? | -1% | i | 12% | 7%
CCOC(=O)c1c(C)c(-c2ccccc2)n(CC(=O)NC2CCCCC2)c1C | . | . | 0.0% | 1% | . | -2% | . | ? | .
O=C(NCC1CCCO1)c1cc(-c2ccccc2)on1 (centres undefined) | 6% | 1.3 | ? | -2% | -2% | 3% | i | 29% | 6%
O=C(NCc1ccc(F)cc1)C(c1ccc(F)cc1)N(C(=O)c1csnn1)C1CC1 (centres undefined) | -1% | -1.3 | -0.2% | 4% | 1% | 0% | i | 1% | -2%
CC(C)c1cc(-c2nc(-c3ccc(Br)cc3)no2)n[nH]1 | . | . | 4.4% | ? | . | 8% | . | ? | .
O=C(CN1C(=O)C2(OCCO2)c2ccccc21)c1ccc(Cl)cc1 | 7% | 0.0 | 0.0% | 3% | 1% | 10% | . | . | -1%
Cc1nn(Cc2ccc(Cl)cc2)c(C)c1NC(=O)CSc1n[nH]c(C)c1[N+](=O)[O-] | -9% | -1.5 | -0.4% | 4% | 0% | -10% | i | -19% | 3%
Later entries
SMILES | EPAC2 agonist | CCT modulator | Nrf2 ARE act | TGFb inhibitor | MmCpn inh | A549 viability | pAkt inh | Nrf2 inh | EPAC2 antag
CCCCn1c(N)c(N(CCOC)C(=O)c2cc(Cl)nc3ccccc23)c(=O)[nH]c1=O | 7% | -0.8 | 0.1% | 0% | 2% | -4% | i | 8% | -3%
O=C1OCCC1S(=O)(=O)c1ccc2ccccc2c1 (centres undefined) | -7% | -0.8 | 0.6% | 5% | 1% | -4% | i | 15% | 0%
Cc1ccccc1C(=O)Nc1c(-c2cccs2)c(=O)c2ccccc2n1C | 5% | 0.7 | 0.4% | 0% | -1% | -2% | i | 8% | 5%
O=C(O)c1ccc(N/N=C/c2cc3c(cc2[N+](=O)[O-])OCO3)cc1 | 0% | -14 | 3.3% | -2% | 1% | ? | i | ? | ?
O=C(CSc1nc2c(cnn2-c2cccc(Cl)c2)c(=O)[nH]1)NCCC1=CCCCC1 | 3% | 0.6 | -0.1% | -10% | 0% | 19% | i | 5% | -5%
Cc1ccc(-c2nc3cc(C)ccc3o2)cc1 | -3% | 0.7 | 9.8% | -5% | 0% | -3% | i | ? | 7%
COC(=O)c1oc2ccccc2c1NC(=O)/C=C/C(=O)O | 1% | -1.2 | 0.2% | 7% | -3% | -11% | i | -14% | -1%
O=C(NCc1ccccc1F)c1ccc2c(c1)OCCO2 | 1% | -0.4 | 2.6% | 1% | 0% | -5% | i | ? | -2%
CCCc1nc2cc(CC(=O)OC)ccc2o1 | -4% | -1.8 | 0.3% | 8% | 0% | -8% | i | 16% | 2%
CC1CCC/C(=N/Nc2ccc([N+](=O)[O-])cc2[N+](=O)[O-])C1 (centres undefined) | 11% | -11 | 15% | -11% | 1% | -9% | i | -18% | -3%[57.1 µM]
CC(NC(=O)C1CCN(S(=O)(=O)c2ccc3nc4c(c(C(=O)O)c3c2)CCCC4)CC1)c1ccccc1 (centres undefined) | 5% | -6.0 | -0.7%&0.3% | -10%&5% | -6% | -1%&12% | i | 1%&19% | 5%
COc1ccc(OC)c(C2C(C#N)=C(N)Oc3c2c(C)nn3-c2cccc(Cl)c2)c1 (centres undefined) | 6% | -2.4 | 4.8% | ? | 1% | -19% | i | -17% | -3%
O=C(NC(=S)N1CCOCC1)C12CC3CCC(CC(C3)C1)C2 | 8% | -3.8 | -0.4% | -2% | 1% | 1% | i | -4% | 4%
Cc1cc(-c2cc(C(=O)NC3CCCC3)on2)nc(NC2CCCC2)n1 | 10% | -0.8 | 3.9% | -7% | 2% | -7% | i | 2% | -5%
O=C(COc1ccc(S(=O)(=O)N2CCCCC2)cc1)NCc1ccncc1 | -3% | -11 | 0.0% | 33%[activator] | 0% | 3% | i | -7% | -10%
C#CCOCCOCCOCCNc1nc(N2CCN(C(=O)Cn3cc(CC(C)O)nn3)CC2)nc(N2CCN(C(=O)Cn3cc(CC(C)O)nn3)CC2)n1 (centres undefined) | -2% | -0.7 | -0.4% | -18% | -3% | -3% | i | 3% | 8%
O=C(OC1CCCCC1=O)c1cccc(S(=O)(=O)N2CCOCC2)c1 (centres undefined) | 2% | -1.4 | -1.7% | -4% | 0% | -1% | i | -1% | 1%
CC(=O)NCCOC(=O)Nc1ccncc1 | -2% | 3.4 | -0.2% | 28% | 0% | -9% | i | -14% | 6%
COC(=O)Cn1cnc2c(C#N)c3n(c2c1=O)CCCCC3 | -3% | -1.9 | -0.5% | 30% | 0% | -6% | i | 9% | 1%
Cc1sc2nc(COC(=O)c3ccc(Cl)c(N)c3)[nH]c(=O)c2c1C | 6% | 0.5 | -0.1% | -12% | -4% | -7% | i | 0% | -7%
Cc1cccc(NC(=S)N2CCC(c3nc4ccccc4o3)CC2)c1C | 10% | 0.2 | 0.2% | -22% | -1% | -9% | i | -15% | -1%
CCn1c(COc2ccccc2)nnc1SCC(=O)NC1CCCCC1 | ? | -0.3 | -0.2% | -12% | -1% | 1% | . | 11% | 12%
CC1CCN(c2c(NCc3ccc(C(=O)NCc4ccccc4)cc3)c(=O)c2=O)CC1 | -16% | 2.8 | 0.1% | 11% | 1% | -1% | i | -10% | -29%
C=CCn1c(COc2ccccc2OC)nc2ccccc21 | 7% | 0.6 | 7.7% | -29% | -4% | 8% | i | 0% | -26%
Cc1ccc(C)c(S(=O)(=O)N/N=C2/CCCc3ccccc32)c1 | 2% | -0.1 | 2.9% | -11% | 1% | 2% | i | -8% | 3%
O=C1CCC(=O)N1c1ccc(-c2nc3sc4c(c3c(=O)o2)CCC4)cc1 | 17% | -7.6 | -0.1% | 46%[activator] | -1% | 9% | i | 1% | -10%

Looked up by compound from above (2):
SMILES | EPAC2 agonist | CCT modulator | Nrf2 ARE act | TGFb inhibitor | MmCpn inh | A549 viability | pAkt inh | Nrf2 inh | EPAC2 antag
Cc1cccc(NC(=S)N2CCC(c3nc4ccccc4o3)CC2)c1C | 10% | 0.2 | 0.2% | -22% | -1% | -9% | i | -15% | -1%
CC1CCC/C(=N/Nc2ccc([N+](=O)[O-])cc2[N+](=O)[O-])C1 (centres undefined) | 11% | -11 | 15% | -11% | 1% | -9% | i | -18% | -3%[57.1 µM]

Screening data: PubChem BioAssay, National Center for Advancing Translational Sciences (NCATS)
